Screens deposited in PubChem by National Center for Advancing Translational Sciences (NCATS).
PNC assembly inh = High Content Assay for Compounds that inhibit the Assembly of the Perinucleolar Compartment; activity change (PNC), negative = inhibition, % at 10 µM; actives 3.1% (n = 140,000); AID 2417, 2010; PC3M PTB-GFP, PNC prevalence imaging, 16 h; hits give low values;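 active = readout at or below -70, meaning at least 70% loss of cells showing the perinucleolar compartment, a nuclear body marking cancer cells; inconclusive = readout between -30 and a set limit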;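 also: plate controls were DMSO wells for no effect and camptothecin positive control wells for full effect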
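Read-out is percentage of cells bearing a perinucleolar compartment, from automated 20x imaging of fixed, Hoechst-stained PC3M PTB-GFP cells. Cells were seeded 4 h, then exposed 16 h to compound (23 nl of library stock) in duplicate plates.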
IMPase inh = qHTS Assay for Identifying the Cell-Membrane Permeable IMPase Inhibitors. Inositol monophosphatase 1 (Rattus norvegicus), P97697. CHO-M1 cells, IP1 accumulation, HTRF TR-FRET ratio. inhibition (IP1 accumulation), % at 46.1 µM. 120,000 tested, under 10 active. AID 901, 2007; active = well fitted curve in the direction sought with a large enough effect in the signal ratio, not every such curve was filed as active; inconclusive = small, poorly fitted or top-dose-only effect, or a change in a side signal; inactive = no such curve, though single readings can be large or run the other way; the % refers to the signal ratio;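 also: cells stimulated with carbachol in lithium chloride buffer; plate controls were DMSO basal wells for no effect and reference inhibitor wells for full effect; higher means more IMPase inhibition seen as more IP1 and lower FRET ratio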
Target sequence (P97697 whole entry, looked up): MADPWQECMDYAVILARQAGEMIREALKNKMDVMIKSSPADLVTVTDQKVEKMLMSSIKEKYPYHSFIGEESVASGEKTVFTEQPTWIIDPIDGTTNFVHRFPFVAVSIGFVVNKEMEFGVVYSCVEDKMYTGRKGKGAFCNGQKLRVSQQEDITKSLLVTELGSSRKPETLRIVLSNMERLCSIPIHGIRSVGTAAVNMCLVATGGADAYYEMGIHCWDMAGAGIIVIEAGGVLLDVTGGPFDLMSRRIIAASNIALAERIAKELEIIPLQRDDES
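Seeded CHO-M1 cells were dosed with compound at up to 46 uM, stimulated with carbachol for 30 min, then lysed in IP-One detection reagents. Higher IP1 lowers the TR-FRET signal.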
ALOX15B inhib = qHTS Assay for Inhibitors of 15-hLO-2 (15-human lipoxygenase 2); actives 0.56% (n = 110,000); Potency, µM (titrated, usually from 57.1 µM), without a hit: at the highest dose activity change, negative = inhibition, usual class: inhibitors; AID 881, 2007; purified 15hLO-2, xylenol orange hydroperoxide absorbance; Polyunsaturated fatty acid lipoxygenase ALOX15B (Homo sapiens), O15296; also: potency is read from the fitted curve at half-maximal effect; nearly all actives have a fitted effect of over 60% in size; many of its hits are not listed in these tables
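Purified human 15hLO-2 (50 nM) preincubated 15 min with compound, then 45 uM arachidonic acid for 90 min at RT in 25 mM Hepes pH 7.5, 0.01% Triton X-100. Hydroperoxide detected by Fe-xylenol orange; 573/405 nm absorbance ratio.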
ALOX12 inhib = qHTS Assay for Inhibitors of 12-hLO (12-human lipoxygenase); Polyunsaturated fatty acid lipoxygenase ALOX12 (Homo sapiens), P18054; purified 12-hLO, xylenol orange hydroperoxide absorbance; AID 1452, 2008; Potency, µM (top dose mostly 57.1 µM), inactives show top-dose activity change, negative = inhibition, hits mostly inhibitors; actives 0.12% (n = 150,000); also: potency is read from the fitted curve at half-maximal effect; nearly all actives have a fitted effect of over 55% in size; many of its hits are not listed in these tables
Target sequence (P18054 whole entry, looked up): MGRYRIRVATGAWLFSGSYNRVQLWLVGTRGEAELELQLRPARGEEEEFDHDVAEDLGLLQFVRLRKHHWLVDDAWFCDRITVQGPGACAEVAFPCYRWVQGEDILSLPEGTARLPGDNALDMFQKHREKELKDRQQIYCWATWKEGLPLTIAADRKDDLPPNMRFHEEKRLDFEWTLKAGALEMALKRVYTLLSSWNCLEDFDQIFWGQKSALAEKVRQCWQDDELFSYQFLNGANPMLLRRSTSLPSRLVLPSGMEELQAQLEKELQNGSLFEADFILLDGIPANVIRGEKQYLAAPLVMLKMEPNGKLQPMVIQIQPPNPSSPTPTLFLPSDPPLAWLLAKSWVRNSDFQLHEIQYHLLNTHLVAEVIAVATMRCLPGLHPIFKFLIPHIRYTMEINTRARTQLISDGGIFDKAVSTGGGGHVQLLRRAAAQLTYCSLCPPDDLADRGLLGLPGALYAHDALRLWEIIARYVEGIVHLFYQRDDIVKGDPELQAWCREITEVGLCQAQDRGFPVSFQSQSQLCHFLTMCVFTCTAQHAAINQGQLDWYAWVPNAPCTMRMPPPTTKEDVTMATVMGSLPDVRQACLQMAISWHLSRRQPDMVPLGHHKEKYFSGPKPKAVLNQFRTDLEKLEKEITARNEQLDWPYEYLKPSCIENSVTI
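Hydroperoxide output read as Fe(III)-xylenol orange absorbance, 573-to-405 nm ratio, after 30 min reaction with 40 uM arachidonic acid. Enzyme: 150 nM purified human 12hLO, 15 min compound preincubation; 25 mM Hepes pH 7.0, room temperature.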
The depositor's hits bear a star; ? = inconclusive; . = not tested or not shown; [ ] = another dose, or the depositor's remark. Unless noted, calls follow the shape of the dose curve; as a rule, active = well fitted curve in the direction sought with a large enough effect; inconclusive = small, poorly fitted or top-dose-only effect, or another doubt; inactive = no such curve, though single readings can be large; an effect the other way counts as inactive or inconclusive. Unless noted, % is scaled to controls: 0 for no effect and ±100 for the full control effect.

entry | SMILES | PNC assembly inh | IMPase inh
1 | COc1ccc(C2/C(=C(/O)c3ccccc3)C(=O)C(=O)N2CCN2CCOCC2)c(OC)c1 (stereo not given) | 34 | 13
2 | CCN1CCCC1CNC(=O)c1cc2c(-c3ccc(Cl)cc3)nn(C)c2s1 (stereo not given) | ? | 2
3 | CCN(CCCCCN(C)C)Cc1cc2ccccc2o1 | 8 | .
4 | Fc1cccc(Cl)c1Cn1nnc(-c2ccc3c(c2)OCO3)n1 | -17 | 2
5 | COc1cc(Cl)c(C)cc1NC(=O)CSc1nc2ccccc2o1 | ? | 10
6 | Cc1ccc(SCCC(=O)NC(C(C)C)C(C)C)cc1 | ? | .
7 | Cc1c(NC(=O)c2cnn3c2NC(c2ccc(Br)cc2)CC3C(F)(F)F)c(=O)n(-c2ccccc2)n1C (stereo not given) | 20 | 2
8 | COc1ccc(Nc2nc(-c3cc4cccc(OC)c4oc3=O)cs2)cc1 | 14 | -4
9 | CCn1c(CN2CCN(C(=O)c3ccco3)CC2)nc2c1c(=O)n(C)c(=O)n2C | -2 | -4
10 | O=C(NCC(=O)N1CCCCC1)c1ccc(Cl)cc1Cl | -15 | 1
11 | NNC(=O)c1ccc(Cn2cc(Cl)cn2)cc1 | 22 | .
12 | c1ccc(Cc2nc3ccccc3n2Cc2ccccc2)cc1 | 31 | 12

entry | ALOX15B inhib | ALOX12 inhib
1 | . | 1%
2 | 37%[activator] | 4%
3 | . | -1%
4 | -5% | -18%
5 | -4% | 3%
6 | . | -1%
7 | . | -4%
8 | . | 2%
9 | 1% | -5%
10 | -7% | -4%
11 | . | 0%
12 | 32%[activator] | 3%

Following part.
entry | SMILES | PNC assembly inh | IMPase inh
13 | O=C(CSc1n[nH]c(-c2ccncc2)n1)c1ccccc1 | 20 | -1[1.84 µM]
14 | COc1ccc(CCNC(=O)C(=O)NCCOc2ccccc2)cc1OC | ? | .
15 | C=CCC(C#Cc1ccccc1)N(C)C (stereo not given) | -25 | 2
16 | CCc1ccc2c(c1)/C(=C/C(=O)c1cccs1)C(=O)N2 | -15 | 17
17 | O=C(Nc1ccccc1)O/N=C1\CCCCC1c1ccc([N+](=O)[O-])cc1[N+](=O)[O-] (stereo not given) | 41 | 4
18 | COc1ccc(NC(=O)CN(C)S(=O)(=O)c2cccc3cccnc23)cc1 | ? | -4
19 | FC(F)(F)c1ccc2nnc(-c3c(Cl)cccc3Cl)n2c1 | 18 | 4
20 | NC(=O)c1oc2ccccc2c1NC(=O)c1nc2ccccc2s1 | -4 | -8
21 | O=C(N/N=C/c1cccnc1)C1CCCN(S(=O)(=O)c2ccccc2)C1 (stereo not given) | 4 | 2
22 | Cc1ccsc1C(=O)OCC(=O)c1cc2ccccc2o1 | 86 | 2
23 | Cc1ccc(OCCn2c(CCCO)nc3ccccc32)cc1 | 7 | 14
24 | c1cncc(-c2nnc3n2N=C(c2cccs2)CS3)c1 | -5 | -1

entry | ALOX15B inhib | ALOX12 inhib
13 | 7%[11.4 µM] | -4%
14 | . | 3%
15 | 9% | 1%
16 | ? | ?
17 | -10% | -3%
18 | -4% | 4%
19 | 0% | 8%
20 | -7% | 0%
21 | -4% | 3%
22 | -9% | 2%
23 | 30% | -9%
24 | -7% | -5%

(more compounds)
entry | SMILES | PNC assembly inh | IMPase inh
25 | CC1=NN(c2ccc(Cl)c(C(=O)O)c2)C(=O)C1 | 22 | 1
26 | Cn1cccc1C(=O)N1CCC2(CC1)CCN(c1ccccc1)CC2 | . | .
27 | CCC(=O)N1c2ccc(S(=O)(=O)CCC(=O)NCCC3=CCCCC3)cc2CC1C (stereo not given) | 30 | -4
28 | CCn1cc(CNC(=O)/C=C/c2ccc([N+](=O)[O-])cc2)c(C)n1 | 62 | 4
29 | CN1C(=O)CC(n2c(CO)nc3ccccc32)C1=O (stereo not given) | ? | 12
30 | Clc1ccc(C(c2ccccc2Cl)C(Cl)Cl)cc1 (stereo not given) | . | 7
31 | NC(=O)CSc1nc2ccccc2n1-c1ccccc1 | ? | -11
32 | CCOC(=O)C1C(=O)C=C(c2ccc(Br)cc2)CC1c1ccco1 (stereo not given) | -7 | 1
33 | COc1ccc(/C=C/C(=O)c2ccccc2)cc1COc1ccc(F)cc1 | 36 | 4
34 | COc1ccccc1CN1CC2(CCN(C(=O)c3ccncc3)CC2)C1 | . | .
35 | O=C(COc1ccccc1)NCc1nnc(SCC(=O)Nc2nccs2)n1-c1ccccc1 | -23 | 1
36 | CCN1/C(=C2\C(=O)N(C)C(=S)N2C)C=Cc2ccccc21 | 6 | ?

entry | ALOX15B inhib | ALOX12 inhib
25 | . | -4%
26 | -4% | -5%
27 | 3% | -1%
28 | -8% | -2%
29 | 0% | 2%
30 | -12% | -3%
31 | . | -5%
32 | 1% | -7%
33 | -1% | -2%
34 | -3% | -1%
35 | 8% | 2%
36 | . | -4%

Additional compounds
entry | SMILES | PNC assembly inh | IMPase inh
37 | COc1ccccc1CNC(=S)NCCc1ccccc1 | 42 | .
38 | COc1ccc(OC(C)C(=O)NCc2cccnc2)cc1 (stereo not given) | 32 | 0
39 | Cc1ccc(C(=O)N2CCN(c3ccc(NC(=O)c4ccc(Br)o4)cc3)CC2)cc1 | 6 | 24
40 | COc1ccc(NC(=O)COc2ccccc2)c(OC)c1 | 23 | 1
41 | O=C(COC(=O)CNC(=O)C12CC3CC(CC(C3)C1)C2)Nc1ccccc1 | 1 | -5
42 | CC(=O)N1CC=CC1(CC(C)C)C(=O)NCCN1CCOCC1 (stereo not given) | 36 | .
43 | CCOC(=O)c1sc(NC(=O)C(OC(C)=O)c2ccccc2)nc1C (stereo not given) | 7 | .
44 | COc1ccc(OC)c(/C(O)=C/C(=O)C(=O)Nc2cc(C)ccc2OC)c1 | 50 | -2
45 | O=c1c2cnn(-c3ccccc3)c2nnn1Cc1ccccn1 | ? | -1
46 | COc1ccc2c(c1)N(C[C@@H](C)CN(C)C)c1ccccc1S2 | . | 12[20.6 µM]
47 | Cn1c2c(c(=O)n(C)c1=O)CN(CCCN1CCOCC1)CN2 | -84* | -5
48 | O=C1C(Cl)=C(NCC2CCCO2)C(=O)N1CCc1ccccc1 (stereo not given) | 39 | 0

entry | ALOX15B inhib | ALOX12 inhib
37 | . | -9%
38 | -1% | -6%
39 | -10% | 5%
40 | -4% | 2%
41 | -2% | -11%
42 | . | -3%
43 | . | -6%
44 | -20% | -3%
45 | -1% | -1%
46 | 8%[25.6 µM] | 1%[25.6 µM]
47 | -4% | 0%
48 | -10% | 0%

Other structures follow:
entry | SMILES | PNC assembly inh | IMPase inh
49 | CCOc1ccc(-c2nnc(-c3ccc(OC)cc3)o2)cc1 | -11 | 3
50 | COc1ccc(C(c2sc3nc(C)nn3c2O)N2CCC3(CC2)OCCO3)cc1 (stereo not given) | ? | 4
51 | CCOc1ccc(CC(=NCCc2ccccc2)C2=C(O)CC(C)(C)CC2=O)cc1OCC | 10 | 7
52 | CCCN(CCC)c1nc(NC2CCN(C(=O)OCC)CC2)nc(OC)n1 | 11 | 0
53 | Cn1c(=S)c2[nH]c(SCCN3CCCC3)nc2n(C)c1=O | . | .
54 | Cc1cc(C)cc(OCC(=O)N2N=C(C(F)(F)F)CC2(O)C(C)(C)C)c1 (stereo not given) | 12 | 4
55 | CC1CCCC(C)N1C(=O)COC(=O)c1ccc[nH]c1=O (stereo not given) | ? | -3
56 | CC(=O)c1cccc(S(=O)(=O)NCC(c2ccco2)N2CCCCC2)c1 (stereo not given) | 34 | ?
57 | CCCC(=O)O[C@]1(C(=O)CO)CC[C@H]2[C@@H]3CCC4=CC(=O)CC[C@]4(C)[C@H]3[C@@H](O)C[C@@]21C | -2 | .
58 | Cc1cccc(C(=O)N2CCC(=O)N(C(COCc3ccc(Cl)cc3)Cc3ccccc3)CC2)c1 (stereo not given) | 36 | .
59 | COc1ccccc1NC1=NC(C)(C)N=C(N)N1 | -5 | 1
60 | CCN(C1CCCCC1)S(=O)(=O)c1ccc(S(=O)(=O)N2CCN(CCC#N)CC2)cc1 | -23 | 11

entry | ALOX15B inhib | ALOX12 inhib
49 | . | 3%
50 | -9% | -4%
51 | . | -2%
52 | 57%[activator] | -3%
53 | -1%[11.4 µM] | -10%[11.4 µM]
54 | . | -3%
55 | 3% | 2%
56 | 6% | 1%
57 | . | 0%
58 | . | -1%
59 | -4% | -6%
60 | -1% | 3%

Later entries
entry | SMILES | PNC assembly inh | IMPase inh
61 | COc1ccc(S(=O)(=O)N2CCOCC2)cc1NC(=O)COc1ncnc2ccccc12 | -3 | .
62 | COCCNC(=S)c1ccc(OC)cc1 | -12 | -8
63 | CCC(C)NC(=O)[C@H](CSCc1ccccc1)N1Cc2ccccc2C1=O (stereo not given in full) | -82* | .
64 | COc1cc(/C=C(\C#N)C(=O)Nc2ccc(SC(F)F)cc2)cc(OC)c1OC | 15 | -5
65 | CN(C)CCCN1C(=O)c2cccc3c([N+](=O)[O-])ccc(c23)C1=O | ? | .
66 | Cc1cccc2sc(NC(=O)CSc3nc4ccccc4o3)nc12 | ? | 2
67 | O=C(c1csc2c1CCCC2)N1CCN(c2ccc(F)cc2)CC1 | -30 | 5
68 | COC(=O)c1cccc(OCC(O)Cn2ccnc2)c1 (stereo not given) | 20 | -2
69 | Cc1ccc(-c2nnc(-c3ccc(NC(=O)c4ccco4)cc3)o2)cc1 | ? | 2
70 | CC(C)(C)C(=O)NC(=C(Cl)Cl)P(=O)(O)O | 33 | 4
71 | COc1cc2c(cc1OC)[C@@H]1Cc3cc4c(cc3[C@H](C2)N1C)OCO4 | 37 | .
72 | Clc1ccc(-n2ncc3c(NCCN4CCOCC4)ncnc32)cc1 | -29 | 6

entry | ALOX15B inhib | ALOX12 inhib
61 | . | 4%
62 | -6% | 1%
63 | . | -2%
64 | -12% | -17%
65 | . | -9%
66 | 6% | 4%
67 | . | -5%
68 | 11% | -2%
69 | 6%[2.29 µM] | -3%
70 | -1% | -2%
71 | . | 1%
72 | 5% | 4%

Going on with the list.
entry | SMILES | PNC assembly inh | IMPase inh
73 | COC(=O)N1CC(=O)N(OC)C1c1ccc(Cl)cc1Cl (stereo not given) | 46 | -6
74 | CCC(C)OC(=O)C1=C(C)NC(=O)NC1c1ccc(F)cc1 (stereo not given) | -19 | -2
75 | Cc1ccc(NC(=O)CN(Cc2ccccc2)S(C)(=O)=O)cc1C | 19 | 4
76 | CC1OC(OCC2OC(Oc3c(-c4ccc(O)c(O)c4)oc4cc(O)cc(O)c4c3=O)C(O)C(O)C2O)C(O)C(O)C1O (stereo not given) | . | 8
77 | CC(NC(=O)CN(C1CCCCC1)S(C)(=O)=O)c1ccccc1 (stereo not given) | 8 | .
78 | Clc1ccc(-c2nnc(COc3ncnc4sccc34)o2)cc1 | -26 | .
79 | N#CCCn1c(=O)cnc2cnc(N3CCNCC3)nc21 | . | .
80 | O=C(/C=C/c1cn(CC(O)CN2CCCCCC2)c2ccccc12)c1cccs1 (stereo not given) | ? | .
81 | CCCCn1c(SCC(=O)Nc2nc(C)cs2)nnc1-c1cccnc1 | ? | ?
82 | CC1=NN(C(=S)Nc2ccccc2)C(c2ccccc2)C1 (stereo not given) | 12 | .

entry | ALOX15B inhib | ALOX12 inhib
73 | 6% | 0%
74 | 1% | -8%
75 | 3% | -5%
76 | -9% | -4%
77 | . | 1%
78 | . | -6%
79 | -5% | 3%
80 | . | -2%
81 | -3% | -2%
82 | . | -1%

An excerpt, so the mix of outcomes need not match the whole.
